# Tau ThT inhib = inhibitors of human tau fibril formation, thioflavin T binding; Potency, µM (series often up to 57.4 µM), for inactives: top-dose activity, negative = inhibition, usual class: inhibitors; recombinant tau K18 P301L, heparin-induced fibrillization, ThT fluorescence; actives 2.1% (n = 270,000); P10636; AID 1460; also: nearly all actives have a fitted effect of over 55% in size
# Target sequence (P10636 561-689 P618L limits assumed): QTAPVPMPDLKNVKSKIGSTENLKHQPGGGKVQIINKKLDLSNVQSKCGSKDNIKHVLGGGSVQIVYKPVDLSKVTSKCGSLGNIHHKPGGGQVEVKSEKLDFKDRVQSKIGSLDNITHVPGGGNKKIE
#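 In this qHTS, human K18 P301L tau is incubated with compound and heparin for 6 hr at 37 C, and Thioflavin T fluorescence then reports fibril load.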
# Tau fluor counter = counter-screen for tau fibril formation inhibitors. tau K18 P301L Alexa594 fluorescence, heparin fibrillization. Potency, µM (highest dose often 57.7 µM), inactives show top-dose activity change, negative = decrease. actives 0.93% (n = 280,000); also: nearly all actives have a fitted effect of over 55% in size
#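 Human tau K18 P301L (15 uM unlabeled, 0.24 uM Alexa 594-labeled) in 100 mM sodium acetate pH 7 with 20 uM heparin, 6 hr at 37 C. ThT 30 uM added, 1 hr ambient; Alexa 594 FP and total fluorescence read at 555/632 nm.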
# Tau fibril FP = blocks human tau fibril formation measured by polarization. Potency, µM (doses to about 57.7 µM), inactives show at the top dose activity, negative = inhibition, most hits filed as inhibitors. K18 P301L tau heparin fibrillization, Alexa594 FP, 6 h. P10636. actives 0.39% (n = 280,000); also: nearly all actives have a fitted effect of over 55% in size
#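 K18 P301L tau (15 uM unlabeled/0.24 uM Alexa 594-labeled, final) + compound + heparin 20 uM final; 100 mM NaOAc pH 7; 6 hr 37 C; ThT 30 uM final added, 1 hr RT; FP ex 555/em 632 nm.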
# * = called active by the depositor; ? = inconclusive; [ ] = dose if it differs, or a comment. Calls follow the shape of the dose curve; as a rule, active = well fitted curve in the direction sought with a large enough effect; inconclusive = small, poorly fitted or top-dose-only effect, or another doubt; inactive = no such curve, though single readings can be large; an effect the other way counts as inactive or inconclusive. % is scaled to controls: 0 for no effect and ±100 for the full control effect; potency is read from the fitted curve at half-maximal effect.
structure | Tau fluor counter | Tau fibril FP | Tau ThT inhib
COc1ccc(-c2nc(Cn3c(SCc4ccc(C)cc4)nc4cccnc43)c(C)o2)cc1OC | 1% | 9% | ?
CCOc1ccc(CCNC(=O)c2cnc3sc(N4CCC(C)CC4)nn3c2=O)cc1 | -1% | 11% | -6%
CCOC(=O)c1c(S(=O)(=O)N2CCN(c3cccc(C(F)(F)F)c3)CC2)c(C)n(C)c1C | 2% | -11% | 11%
COc1ccc(NC(=O)c2cc3c(=O)n(C)c4cc(Cl)ccc4c3s2)cc1Cl | 3% | -6% | 1%
CCn1c(C)c(C)c2cc(C(=O)NCCc3cc(OC)c(OC)c(OC)c3)ccc21 | ? | 4% | ?
COc1ccc(Cl)cc1CNCCSc1nnnn1-c1ccccc1 | -9% | 12% | 2%
CC(Sc1ncc(S(=O)(=O)c2ccc(C(C)C)cc2)c(N)n1)C(=O)Nc1ccccc1 (stereo not drawn) | ? | ? | 7%
CCN(CC)C(=O)CSc1nc2ccccc2c(=O)n1Cc1ccco1 | -4% | -3% | 4%

structure | Tau fluor counter | Tau fibril FP | Tau ThT inhib
CCc1ccc(S(=O)(=O)c2cn(C)c3cc(N4CCCCC4C)c(F)cc3c2=O)cc1 (stereo not drawn) | 2% | -2% | -3%
Cc1ccc(C)c(Nc2nn3c(=O)c4ccc(C(=O)NCc5ccccc5)cc4nc3s2)c1 | 0% | 14% | ?
CC(C)(C)c1ccc(C(=O)NCC(c2cccs2)S(=O)(=O)c2ccc(F)cc2)cc1 (stereo not drawn) | -19% | ? | -14%
CC(=O)c1cc(-c2ccccc2)n(CCC(=O)Nc2nc3c(C)cccc3s2)c1C | -6% | -4% | -1%
CC(=O)CSc1nnc2cc(C)c3cc(C)cc(C)c3n12 | -6% | -4% | -12%
O=C(CSc1nccn1Cc1ccc(F)cc1)NCc1ccccc1 | -12% | -4% | -6%
Cc1ccc(NC(=O)c2cc3ccccn3n2)cc1F | -28% | -6% | -11%
COc1ccc(Cl)cc1NC(=O)c1ccc2nc(Cc3ccccc3)oc2c1 | ? | -9% | 10%

structure | Tau fluor counter | Tau fibril FP | Tau ThT inhib
COc1ccc(Cl)cc1NC(=O)CCC(=O)c1ccc(C)cc1 | -25% | -13% | -12%
CN(C)c1ccc(CNc2nc(-c3ccco3)nn2S(=O)(=O)c2ccc3ccccc3c2)cc1 | ? | 6% | -10%
COC(=O)c1cc2oc3ccccc3c2n1Cc1nc(-c2cccc(Cl)c2)oc1C | -8% | -3% | -2%
Cc1ccc(CSc2nc3cccnc3n2Cc2ccc(C(=O)NCc3ccco3)cc2)cc1 | -6% | -3% | 6%
Cc1ccccc1S(=O)Cc1ccc(C(=O)N2CCN(c3cccc(C)c3C)CC2)o1 (stereo not drawn) | -2% | 6% | -18%
Cc1ccc(-n2ccnc(NCCc3ccc(S(N)(=O)=O)cc3)c2=O)c(C)c1 | 2% | -1% | -5%
COc1ccc(NC(=O)Cn2cnc3c(nc4n3CCCCC4)c2=O)c(OC)c1 | 0% | -1% | 4%
COc1cccc(CN2CCCN(CC(=O)Nc3ccc4c(c3)OCCO4)S2(=O)=O)c1 | -14% | 1% | -1%

structure | Tau fluor counter | Tau fibril FP | Tau ThT inhib
Cc1ccc(CCNC(=O)c2cnc3c(C)cccn3c2=O)cc1 | -2% | 1% | -15%
Cc1ccc(Cl)cc1N1CCN(C(=O)Cn2cnc3onc(-c4ccc(F)cc4)c3c2=O)CC1 | -21% | ? | 5%
COc1ccccc1N1CCN(C(=O)c2c(C)oc3ncn(C)c(=O)c23)CC1 | 0% | 8% | 3%
COc1ccc(S(=O)(=O)N2CCC(n3c(C)nc4cccnc43)CC2)cc1Cl | -21% | -2% | -2%
CC(C)c1ccc(NC(=O)c2ccc(F)c(S(=O)(=O)N3CCCCCC3)c2)cc1 | -8% | -4% | ?
COc1ccc(Nc2nc3c(S(=O)(=O)c4ccc(C)cc4)nnn3c3ccsc23)cc1Cl | -15% | 9% | ?
COc1ccc(N2CCN(C(=O)COCc3cc(-c4ccc5c(c4)OCO5)on3)CC2)cc1 | -10% | 7% | ?
CC1CCN(C(=O)CN2CCSc3ccc(S(=O)(=O)N(C)C)cc32)CC1 | -8% | 8% | 0%

structure | Tau fluor counter | Tau fibril FP | Tau ThT inhib
CC(=O)N1CCCC1c1nc2ccccc2n1Cc1cccc(Cl)c1 (stereo not drawn) | -2% | 4% | 0%
Cc1ccc(NC(=O)c2ccc(CNS(=O)(=O)c3ccc4c(c3)C(C)(C)C(=O)N4C)cc2)cc1C | -28% | 4% | -5%
COc1cccc(NC(=O)CSc2nc(-c3ccccc3Cl)nc3c2Cc2c(CO)cnc(C)c2O3)c1 | -15% | -12% | -2%
CCn1ccc2cc(S(=O)(=O)N3CCCN(C(=O)Nc4cccc(Cl)c4)CC3)ccc21 | -26% | -13% | 10%
CCOC(=O)c1c(S(=O)(=O)NCC(=O)Nc2cccc(CC)c2)c(C)n(C)c1C | 1% | -2% | 14%
O=C(CCc1ccccc1)NC1CC(=O)N(c2cccc(F)c2)C1 (stereo not drawn) | -2% | -8% | -2%
Cc1ccc(NC(=O)c2cn(-c3ccccc3)nc2-c2ccccc2)cc1 | -20% | -4% | -16%
Cc1nn(CCC(=O)Nc2cccc(C#N)c2)c(C)c1S(=O)(=O)N1CCCCC1 | -17% | -3% | -10%

structure | Tau fluor counter | Tau fibril FP | Tau ThT inhib
Cc1nc(-n2nc(C)c(Cc3ccccc3Cl)c2C)sc1C(=O)Nc1ccccc1F | 9% | 5% | 3%
O=C1CC(c2nc(-c3ccccc3)no2)CN1c1ccccc1 (stereo not drawn) | -6% | -11% | -1%
COCCNC(=O)C(=O)NCC(c1cccnc1)N1CCN(c2ccccc2OC)CC1 (stereo not drawn) | 6% | 0% | -3%
CCc1ccc(NC(=O)Cn2c(=O)nc(-c3ccccc3F)c3cc(Cl)ccc32)cc1 | -13% | ? | 8%
COc1ccc(OC)c(NC(=O)CSc2nccn2-c2cc(C)cc(C)c2)c1 | -23% | 6% | -8%
CCOC(=O)c1[nH]c(C)c(CCC(=O)Nc2cc(Cl)c(OC)cc2OC)c1C | -18% | 13% | ?
Cc1ccc(Nc2ncnc3c2cnn3-c2ccccc2)c(C)c1 | -23% | -13% | ?
COc1ccccc1NC(=O)Cn1c(SCC(=O)Nc2ccc(F)cc2)nc2ccccc21 | -26% | ? | 2%

structure | Tau fluor counter | Tau fibril FP | Tau ThT inhib
Cc1c(Cl)cccc1NC(=O)CSc1cc(-c2ccccc2)ncn1 | -13% | -9% | 2%
Cc1ccc(OCc2nnc(SCC(=O)Nc3ccccc3C(C)C)o2)cc1 | -14% | -4% | -6%
Cc1oc(-c2ccccc2)nc1Cn1c(SCc2cccc(C(F)(F)F)c2)nc2cccnc21 | -23% | -1% | ?
COC(=O)c1c(-c2cccs2)csc1NC(=O)c1ccc(C(C)C)cc1 | -19% | ? | ?
Cc1ccc(CN2CCCn3nc(C(=O)NCCc4ccccc4C)cc3C2=O)cc1 | 6% | 2% | 1%
Cc1ccccc1-c1noc(-c2ccc(N3CCCCC3)c([N+](=O)[O-])c2)n1 | 0% | 5% | -6%
CC(C)(C)OC(=O)N1CCC(c2c(C(=O)Nc3ccc4c(c3)OCCO4)cnn2-c2ccc(F)cc2F)CC1 | ? | 6% | -8%
Cc1c(C(=O)Nc2ccc(-n3c(C)nc4ccccc4c3=O)cc2)cccc1[N+](=O)[O-] | 2% | 4% | -1%

structure | Tau fluor counter | Tau fibril FP | Tau ThT inhib
CC(=O)c1cc2c(cc1NC(=O)c1cnn(-c3ccc(C)cc3)c1-n1cccc1)OCO2 | -11% | 1% | 3%
CC(=O)N1CCC(N(Cc2ccc(C)o2)C(=O)Nc2cccc(C(F)(F)F)c2)CC1 | -13% | -7% | -11%
CSc1cccc(NC(=O)C(c2ccccc2)N2Cc3ccccc3C2=O)c1 (stereo not drawn) | -26% | -9% | -2%
CC(=O)c1ccc(NC(=O)c2c3c(nc4ccccc24)C(=O)N(C2CCCCC2)C3)cc1 | -8% | 6% | -2%
O=C(Cc1ccc(Cl)cc1)NC1CC(=O)N(c2ccc3c(c2)OCCO3)C1 (stereo not drawn) | 0% | -5% | -1%
COc1ccc(Cn2ccc3nc(C)c(C(=O)NCc4ccc(F)cc4)cc3c2=O)cc1 | -1% | -3% | -3%
COc1ccc(NC(=O)Cn2nc(SC)c(S(=O)(=O)c3ccc(C)cc3)c2N)cc1OC | -28% | -13% | -4%
CCOC(=O)c1ccc2c(c1)N(Cc1cccc(OC)c1)C(=O)c1ccccc1S2(=O)=O | -25% | -6% | 2%

structure | Tau fluor counter | Tau fibril FP | Tau ThT inhib
COc1ccc(NC(=O)C(=O)NCC(c2cccnc2)N2CCc3ccccc3C2)cc1 (stereo not drawn) | ? | ? | 14µM*
CC(=O)c1ccc(N2CCN(C(=O)C3CCN(S(=O)(=O)c4cccc5nonc45)CC3)CC2)cc1 | -6% | 11% | -15%
O=C(NCCN1CCN(c2ccccc2F)CC1)C1COc2ccccc2C1 (stereo not drawn) | 7% | 6% | -1%
c1ccc(-c2noc(-c3cccnc3NCc3ccco3)n2)cc1 | -20% | -4% | -9%
CC1CCN(CCCNC(=O)CN2C(=O)CSc3ccc(S(=O)(=O)N4CCC(C)CC4)cc32)CC1 | 6% | 9% | 5%
O=C(CCn1nc(-c2ccc(Cl)cc2)ccc1=O)NCCc1ccccc1 | -11% | 1% | -5%
COc1ccc2cc(CNc3ccccc3)c(=O)n(CC(=O)Nc3ccc(C(C)=O)cc3)c2c1 | 13µM*[quencher] | -8% | 5%
COc1ccc(-c2nc(SCC(=O)NCCc3ccccc3)n[nH]2)cc1 | -16% | -13% | ?

# Another view of 4 compounds above:
c1ccc(-c2noc(-c3cccnc3NCc3ccco3)n2)cc1
- Tau fluor counter: -20%
- Tau fibril FP: -4%
- Tau ThT inhib: -9%

CC1CCN(CCCNC(=O)CN2C(=O)CSc3ccc(S(=O)(=O)N4CCC(C)CC4)cc32)CC1
- Tau fluor counter: 6%
- Tau fibril FP: 9%
- Tau ThT inhib: 5%

O=C(CCn1nc(-c2ccc(Cl)cc2)ccc1=O)NCCc1ccccc1
- Tau fluor counter: -11%
- Tau fibril FP: 1%
- Tau ThT inhib: -5%

COc1ccc2cc(CNc3ccccc3)c(=O)n(CC(=O)Nc3ccc(C(C)=O)cc3)c2c1
- Tau fluor counter: 13µM*[quencher]
- Tau fibril FP: -8%
- Tau ThT inhib: 5%

# (next part)
structure | Tau fluor counter | Tau fibril FP | Tau ThT inhib
CC(C)(C)C(=O)CSc1nc2ccsc2c(=O)n1Cc1ccccc1Cl | -26% | -9% | -11%
COc1cccc(-n2cc(C(=O)Nc3cccc(C(F)(F)F)c3)c3ccccc3c2=O)c1 | -17% | -3% | ?
O=C(NCC(c1cccs1)S(=O)(=O)c1ccccc1)c1ccc(C(F)(F)F)cc1 (stereo not drawn) | -26% | -9% | -6%
OCCN1CCN(C(c2ccc(Cl)cc2Cl)c2sc3nc(-c4ccco4)nn3c2O)CC1 (stereo not drawn) | -8% | -8% | -7%
Cc1ccc(-c2noc(-c3ccc(N4CCCCC4)c([N+](=O)[O-])c3)n2)cc1 | -5% | -3% | 6%
Cc1nnc(N2CCCC(C(=O)NCc3ccccc3)C2)c2nn(-c3ccccc3)c(C)c12 (stereo not drawn) | 4% | 2% | 8%
O=C(CNC(=O)c1ccc(Cl)cc1)OCc1cc(=O)n2ccsc2n1 | 5% | 1% | -10%
COc1ccc(CNC(=O)C2CCN(S(=O)(=O)c3cccc4nonc34)CC2)cc1OC | -10% | ? | -2%

structure | Tau fluor counter | Tau fibril FP | Tau ThT inhib
O=c1cc(CN2CCN(S(=O)(=O)c3ccccc3)CC2)nc2sc(-c3ccccc3Cl)nn12 | -13% | -3% | -12%
COc1ccccc1N1CCN(C(=O)Cn2ncc3c([nH]c4ccccc43)c2=O)CC1 | -4% | 6% | -1%
O=S1(=O)c2ccccc2N(Cc2cccc(Cl)c2)c2ccccc21 | -21% | ? | 8%
O=C(CSc1nc2c([nH]c3ccccc32)c(=O)n1-c1ccc(F)cc1)N1CCCCCC1 | 0% | -10% | 4%
COc1ccccc1-c1nnc2n(CCc3ccccc3)c(=O)c3ccccc3n12 | -6% | 6% | -3%
Cc1nn(CCCC(=O)NCCc2ccc(Cl)cc2)c(=O)c2c1sc1ccccc12 | -29% | 5% | 15%
COc1cccc(N2CCN(S(=O)(=O)c3ccc4c(c3)CCCN4C(C)=O)CC2)c1 | -12% | -11% | -2%
Cc1ccccc1CNS(=O)(=O)c1csc(C(N)=O)c1 | -3% | -1% | 7%

structure | Tau fluor counter | Tau fibril FP | Tau ThT inhib
CN(C)CCN(Cc1ccco1)C(=O)c1oc2ccccc2c1NC(=O)c1ccccc1 | -20% | -1% | -2%
COc1cc(NC(=O)C2CCN(S(=O)(=O)c3c(C)noc3/C=C/c3ccccc3F)CC2)cc(OC)c1OC | ? | 5% | 3%
O=C(COc1ccccc1)Nc1ccc(S(=O)(=O)N(Cc2ccccc2)c2ccccc2)cc1 | ? | ? | 4%
O=C(NCc1ccc(F)cc1)c1nnc(Cc2cccc(F)c2)o1 | -18% | -2% | -11%

# Bioassay records: PubChem, National Center for Advancing Translational Sciences (NCATS)

# Only part of the results is shown; the hit share may differ from the screen's.
